FUS yeast rescue: rescues growth of FUS-expressing yeast. S. cerevisiae FUS-expressing, growth rescue, OD600, 24 h. 390,000 tested, 0.24% active. Potency, µM (doses to about 76.6 µM), for inactives: at the top dose growth rescue (activation), most hits filed as activators;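 further: potency means the concentration at half of the fitted maximal effect; plate controls were DMSO vehicle for no effect and reference control for full effect; nearly all actives have a fitted effect of over 55% in size; some results filed as inactive show a strong effect at the top dose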
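Yeast expressing FUS under galactose induction, OD 0.005 in 2% galactose medium; compounds in a dilution series, 24 h at 30C. Growth rescue by absorbance at 600 nm; CP55940 positive control, DMSO negative.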
Abeta yeast res: restores growth of yeast expressing A-beta42 peptide | 410,000 tested, 0.063% active | yeast expressing A-beta42, growth rescue, OD600, 48 h; response scale: 0% DMSO, 100% iron-clioquinol control | Potency, µM (titrated, usually from 46.1 µM), inactives show top-dose growth rescue, most hits filed as activators; further: potency means the concentration at half of the fitted maximal effect; nearly all actives have a fitted effect of over 55% in size
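Yeast growth medium received pinned compounds, then yeast cells expressing toxic A-beta were added; plates incubated at 30 C for 48 hr. Growth read as absorbance at 600 nm, normalized to DMSO and equimolar FeCl3 plus clioquinol controls.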
WRN helicase inh: inhibitors of human WRN helicase; Q14191; WRN helicase unwinding, fluorescent forked duplex, kinetic; Potency, µM (titrated, usually from 114 µM), inactives show top-dose activity change, negative = inhibition, actives largely listed as inhibitors; 360,000 tested, 0.46% active; further: potency means the concentration at half of the fitted maximal effect; on the % scale 0 is the no-effect control and ±100 the full control effect; nearly all actives have a fitted effect of over 55% in size
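Kinetic fluorescence helicase assay: unwinding of a quenched forked DNA duplex (100 nM final) with 2 mM ATP final raises red fluorescence (525/598 nm). Compounds sat 15 min at room temperature with 20 nM WRN beforehand.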
EPAC1 agonist: EPAC1 (human) agonism; 360,000 tested, 0.073% active; EPAC1 agonist qHTS, biochemical assay; response scale: 100% = response to 6.5 mM cAMP; O95398; Potency, µM (highest dose often 154 µM), for inactives: at the highest dose activation, hits mostly activators; further: potency means the concentration at half of the fitted maximal effect; nearly all actives have a fitted effect of over 60% in size
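Nucleotide exchange by EPAC1 (100 nM) on Rap1B–BODIPY-GDP (250 nM) in the presence of 50 uM GDP is tracked fluorescently at 480/540 nm over 30 min. Signals are normalized to a 6.5 mM cAMP control.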
PI5P4Ka inh: PI5P4K alpha (human) kinase inhibition. P48426. 330,000 tested, 1.2% active. AID 652105. max response, %. PI5P4Kalpha enzyme, ADP-Glo luminescence, 60 min; hits give low values; active means max response of -50% or lower; inconclusive means between -30% and -50%; inactive means -30% or higher; further: value at the top dose of about 77 µM; on the % scale 0 is the no-effect control and ±100 the full control effect
Target sequence (P48426 whole entry, looked up): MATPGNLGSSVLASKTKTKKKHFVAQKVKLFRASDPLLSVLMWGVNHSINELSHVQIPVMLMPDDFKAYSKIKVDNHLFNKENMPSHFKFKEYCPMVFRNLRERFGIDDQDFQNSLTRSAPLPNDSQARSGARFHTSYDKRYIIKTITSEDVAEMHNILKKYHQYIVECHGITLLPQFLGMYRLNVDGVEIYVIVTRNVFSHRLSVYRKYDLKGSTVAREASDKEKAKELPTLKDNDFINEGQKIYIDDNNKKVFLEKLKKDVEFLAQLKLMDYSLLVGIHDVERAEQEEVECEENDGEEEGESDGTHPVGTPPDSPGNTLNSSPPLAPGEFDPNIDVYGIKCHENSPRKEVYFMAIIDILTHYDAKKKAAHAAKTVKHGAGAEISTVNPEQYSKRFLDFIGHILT
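Compounds were pin-transferred onto PI5P4Kalpha and substrate in HEPES pH 7.4 buffer with EGTA, CHAPS and 5% DMSO. ATP (5 microM final) started the reaction, which ran 60 minutes at room temperature before ADP-Glo detection.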
EPAC1 antagonist: EPAC1 (human) antagonism. EPAC1 GEF assay, Rap1b-BODIPY-GDP exchange fluorescence. Potency, µM (series often up to 115 µM), without a hit: at the top dose activity change, negative = inhibition, actives largely listed as inhibitors. 360,000 tested, 0.14% active;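 further: potency means the concentration at half of the fitted maximal effect; plate controls were vehicle for no effect and positive control for full effect; nearly all actives have a fitted effect of over 50% in size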
PLK1 PBD block: PLK1 (human) polo-box domain binding inhibition | P53350 | Plk1 PBD binding of FITC phosphopeptide, fluorescence polarization | Potency, µM, without a hit: max response, negative = inhibition, usual class: inhibitors | 360,000 tested, 2.8% active | AID 720504; further: potency means the concentration at half of the fitted maximal effect; series mostly up to about 57 µM; on the % scale 0 is the no-effect control and ±100 the full control effect; nearly all actives have a fitted effect of over 65% in size
Target sequence (P53350 whole entry, looked up, the tested form may be a part): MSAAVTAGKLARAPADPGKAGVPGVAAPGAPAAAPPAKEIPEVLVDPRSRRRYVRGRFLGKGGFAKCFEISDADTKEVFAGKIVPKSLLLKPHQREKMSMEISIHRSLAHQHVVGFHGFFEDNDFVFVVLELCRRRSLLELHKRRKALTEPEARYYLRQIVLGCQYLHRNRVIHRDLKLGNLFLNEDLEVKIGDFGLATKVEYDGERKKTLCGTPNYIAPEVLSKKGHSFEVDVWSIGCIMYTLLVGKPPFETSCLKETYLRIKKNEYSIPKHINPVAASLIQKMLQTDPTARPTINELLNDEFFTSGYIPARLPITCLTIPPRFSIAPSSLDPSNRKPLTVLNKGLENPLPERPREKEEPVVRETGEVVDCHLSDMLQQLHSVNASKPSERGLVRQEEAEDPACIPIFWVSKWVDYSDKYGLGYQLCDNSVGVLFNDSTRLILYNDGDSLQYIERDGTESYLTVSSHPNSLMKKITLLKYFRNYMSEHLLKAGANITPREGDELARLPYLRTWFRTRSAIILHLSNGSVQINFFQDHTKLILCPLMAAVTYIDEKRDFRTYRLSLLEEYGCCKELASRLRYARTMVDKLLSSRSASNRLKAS
IL2 activator: activators of IL-2. IL-2 activation reporter assay, cell-based qHTS; stimulated with anti-CD3/CD4/CD28 beads; in transgenic mouse T cells. activation, % (series mostly up to about 46 µM). 360,000 tested, 0.065% active; in the data active means activation above about 50%; inconclusive means mostly about 30% to 49%; further: 0% is about no effect
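Readout: EGFP and DsRed signals by fluorescent plate cytometry. Unstimulated transgenic mouse T cells received compound 60 min before antibody-bead stimulation, then incubated 18 h at 37 degrees C.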
* hit, by the source's call; ? = inconclusive; / = not tested or not shown; & = joins results of further samples; [ ] = remark or other dose. Unless noted, the call rests on the fitted dose curve; in most records, active means well fitted curve in the direction sought with a large enough effect; inconclusive means small, poorly fitted or top-dose-only effect, or another doubt; inactive means no such curve, though single readings can be large; an effect the other way counts as inactive or inconclusive.

SMILES	FUS yeast rescue	Abeta yeast res	WRN helicase inh	EPAC1 agonist	PI5P4Ka inh	EPAC1 antagonist	PLK1 PBD block	IL2 activator
O=C(CCN(NC(=O)c1ccccc1)C1=NS(=O)(=O)c2ccccc21)NC1CCCCC1	/	2.8%	-2.1%	3.4%	2.8	-6.1%	-0.4%	-0.1
Cc1ccccc1Nc1nc(N)[nH]c(=O)c1N=O	13.5%	-24.1%	-16.5%	-9.6%	-27.3	-2.2%	-19.8%	-0.6
CC(=O)Nc1ccc(OCC[n+]2cccc(C(N)=O)c2)cc1	-8.4%	-9.4%	-2.7%	2.4%	5.0	-11.6%	-6.3%	-0.3
O=C(CCn1c(=O)[nH]c2ccsc2c1=O)N1CCN(Cc2ccc3c(c2)OCO3)CC1	32.6%	-1.4%	-6.2%	-2.2%	5.2	8.3%	-2.8%	0.4
COc1ccc(NC(=O)C2CCCN(S(=O)(=O)c3ccc(C)cc3)C2)cc1OC (centres undefined)	44.3%	-8.4%	3.4%	4.7%	/	10.5%	-7.5%	-3.7
CCN(CC)c1ccc(C2N(C(=O)N3CCOCC3)CCN2S(=O)(=O)c2ccc(C)cc2)cc1 (centres undefined)	15.5%	9.7%	-17.3%	13.3%	/	-11.4%	2.0%	-0.3
FC(F)(F)c1ccccc1Cc1c(-c2cccc(Br)c2)nc2ccc(Br)cn12	-6.4%	-10.5%	-1.6%	-2.0%	-2.3	6.6%	-2.8%	-0.1
CN1C(=O)C(C)(C)c2cc(S(=O)(=O)N3CCCC(C(=O)NCc4ccccc4Cl)C3)ccc21 (centres undefined)	-22.6%	6.1%	-1.1%	4.4%	0.8	-2.3%	-5.7%	-3.9
Cc1ccc(N2C(=O)CC(Sc3ccccc3C(=O)O)C2=O)cc1C (centres undefined)	-14.2%	-21.7%	-2.3%[57.1 µM]	5.9%	6.1	-18.4%	?	-1.2
O=C(NC1CCCC1)C(c1ccccc1)N(Cc1ccccc1)C(=O)c1csnn1 (centres undefined)	14.2%	9.3%	7.6%	-0.2%	3.4	-0.5%	-0.6%	0.6
O=C(Nc1cccc(Cl)c1Cl)C1CCCO1 (centres undefined)	32.7%	-5.0%	-2.2%[57.1 µM]	-2.2%	-5.2	0.1%	2.0%	-2.2
CC(=O)N1c2ccc(S(=O)(=O)N3CCC(C(=O)NCc4ccc(C)cc4)CC3)cc2CC1C (centres undefined)	-1.9%	9.3%	-4.9%	-3.3%	4.0	?	-9.5%	-2.4
CCOC(=O)c1c(NC(=O)CN2CCCCC2)sc2c1CCC(C=O)=C2Cl	30.8%	-16.8%	-4.5%	-15.5%	-8.0	9.9%	-8.4%	-2.4
COc1ccc(/C=N/NC(=O)c2c(C)nc3ccc(Cl)cn23)cc1OC	-27.1%	8.2%	-1.3%	-4.1%	5.0	-4.6%	11.7%	-0.1
COc1ccccc1/C=C/C(=O)NCC(=O)N/N=C/c1ccccc1[N+](=O)[O-]	24.1%	-9.4%	-26.9%[57.1 µM]	10.3%	-3.2	-17.4%	-18.4%	-2.1
COc1ccc(OCCC(=O)OCC(=O)Nc2cccc(S(=O)(=O)N3CCCCC3)c2)cc1	12.7%	-8.2%	-19.2%	0.0%	2.4	-13.0%	-8.0%	-1.0
COc1ccc(C2C(C(=O)N3CCCC3)c3cc(OC)c(OC)cc3C(=O)N2C)cc1OC (centres undefined)	12.0%	10.5%	3.0%	3.1%	-1.1	-10.3%	-20.4%	-2.3
CCOc1ccc(N=Cc2c(C)[nH]n(-c3nc4ccccc4[nH]3)c2=O)cc1	4.5%	-74.5%[inhibitor]	?	11.6%	-18.8	-15.9%	-12.3%	-0.4
O=C(NCc1ccccc1F)c1cccc(S(=O)(=O)N2CCCCC2)c1	/	-2.6%	10.9%	-3.5%	16.0	-13.1%	-7.8%	-4.9
COc1cc(SC)ccc1C(=O)N1CCN(c2ccccc2OC)CC1	27.5%	-5.0%	-2.9%	-1.9%	-6.2	-26.2%	-15.1%	-2.4
O=C1CN(C(=O)CSc2nc3ccccc3c(=O)n2CCCN2CCOCC2)c2ccccc2N1	-17.8%	-2.5%	2.7%	-11.4%	0.2	-21.6%	-0.7%	-3.4
Cc1nnc(SCc2cc(=O)[nH]c(Nc3nc(C)c4cc(C)c(C)cc4n3)n2)s1	-10.0%	-13.0%	5.2%	-6.0%	1.5	15.3%	-0.1%	-0.3
Cc1nc(NC(=O)c2ccc3c(c2)OCCO3)ccc1Br	/	-57.2%[inhibitor]	-18.7%	15.3%	-6.2	-11.9%	-2.9%	-0.5
CNC(=S)N1N=C(c2cccs2)CC1c1ccc(OC)cc1 (centres undefined)	19.6%	38.6%	-7.2%	10.5%	8.5	-12.1%	-3.4%	0.3
CN(Cc1cn(C)nc1-c1ccc(Oc2ccccc2)cc1)Cc1cnc2ccccn12	5.9%	/	-0.1%	1.1%	-8.1	-7.6%	-1.5%	1.8
CC(=O)NCCSCCNC(C)=O	32.8%	-10.0%	-11.6%	3.0%	5.1	5.9%	-9.7%	-0.6
Cc1ccc(-n2[nH]c(C)c(CCC#N)c2=O)cc1	2.7%	-10.6%	1.6%	3.6%	1.6	-20.4%	-10.8%	4.3
CSc1ccc(S(=O)(=O)N2CCN(Cc3ccc4c(c3)OCO4)CC2)cc1	-7.1%	3.6%	-5.2%	5.2%	-2.0	-8.2%	-12.2%	0.8
CC(CC1C(C#N)=C(N)SC(N)=C1C#N)c1ccccc1 (centres undefined)	/	-3.8%	-20.2%	-0.5%	-66.6*	-1.3%	-15.6%	-5.5
Cc1cccc(C)c1NC(=O)C(C)NCc1cccs1 (centres undefined)	-47.2%	4.1%	17.6%	-10.2%	-2.6	9.4%	-15.3%	-3.5
CC(Oc1ccccc1)C(=O)N=C1SC2CS(=O)(=O)CC2N1c1ccc(F)cc1 (centres undefined)	3.0%	1.6%	-4.4%	10.4%	0.0	10.6%	-16.8%	-1.0
COC(=O)c1sc(NC(=S)NC(=O)c2ccccc2F)nc1C	-5.4%	1.9%	-8.0%	-1.1%	-5.9	-0.2%	-10.6%	0.7
COc1ccc(OC)c(-c2nnc(SCC(=O)NC3CCCCC3)o2)c1	3.9%	-23.8%	-4.9%	-7.6%	-2.4	-16.7%	-6.7%	-2.9
Cc1ccsc1C(=O)Nc1ccccc1N1CCCC1	0.0%	4.3%	-10.8%	-48.3%[inhibitor]	-0.3	-23.3%	-8.1%	-0.9
COc1ccc(CC(=O)Nc2ccc(C(=O)NC(C)(C)C)cc2)cc1OC	11.0%	0.0%	-7.9%	-5.7%	0.6	-4.0%	-17.1%	-2.2
COc1ccc2c(c1OC)C(=O)N(c1cccc(C)c1)C2=O	-0.4%	-6.7%	-4.9%	1.0%	-3.8	5.9%	-3.7%	-0.1
COc1ccccc1NC(=S)N/N=C/c1ccc(O)cc1	/	?	-33.5%	2.7%	-18.1	-28.3%	1.0%	-0.6
CC(C)CN(CC(C)C)S(=O)(=O)N1CCC(C(=O)NCc2cccnc2)CC1	6.5%	-6.3%	8.0%	-2.4%	-4.1	-1.0%	26.7µM*	0.6
O=C(CCCSc1nc2sc3c(c2c(=O)[nH]1)CCC3)NCCO	-12.2%	24.5%	1.7%	9.9%	-10.4	1.6%	-3.0%	0.1
CCNC(=O)C1(C)CCCN1C(=O)c1ccc(N(C)C)cc1 (centres undefined)	-9.7%	7.5%	-5.5%	10.4%	-11.2	7.2%	-10.7%	0.6

The closing two records of the section above open the next one.
SMILES	FUS yeast rescue	Abeta yeast res	WRN helicase inh	EPAC1 agonist	PI5P4Ka inh	EPAC1 antagonist	PLK1 PBD block	IL2 activator
O=C(CCCSc1nc2sc3c(c2c(=O)[nH]1)CCC3)NCCO	-12.2%	24.5%	1.7%	9.9%	-10.4	1.6%	-3.0%	0.1
CCNC(=O)C1(C)CCCN1C(=O)c1ccc(N(C)C)cc1 (centres undefined)	-9.7%	7.5%	-5.5%	10.4%	-11.2	7.2%	-10.7%	0.6
O=S1(=O)NC(=NC2CCCCCC2)c2ccccc21	7.6%	-3.2%	4.8%	4.7%	/	0.9%	-5.9%	-1.3
CCOC(=O)N1CCc2c(sc3c2c(=O)n(Cc2ccccc2)c(=O)n3Cc2cccc(C)c2)C1	6.8%&15.0%	-2.3%&-10.4%	-7.2%	-0.8%	3.0	-4.4%	-4.8%	-1.9
CCOc1ccccc1C(=O)N[C@H](C(=O)OCc1cc([N+](=O)[O-])cc2c1OCOC2)C(C)C	11.7%	3.9%	-29.4%[57.1 µM]	-4.0%	4.0	16.9%	4.1%	-0.9
CCOc1ccc(C(=O)N[C@H](C(=O)NC2CCCCC2)C(C)C)cc1	-52.4%	2.0%	8.4%	-0.6%	0.6	-2.7%	-4.2%	-1.1
CCOc1ccc(N2CC(C(=O)NCc3ccc4c(c3)OCO4)CC2=O)cc1 (centres undefined)	21.8%	0.2%	4.0%	-4.2%	-11.4	-3.6%	-3.1%	-0.2
CC(=O)Nc1ccc(Cl)cc1C(=O)c1ccc[nH]1	-1.6%	-3.9%	0.9%	4.9%	1.7	2.3%	-1.9%	-1.9
COCCNC(=O)CN1C(=O)COc2ccc(S(=O)(=O)N3CCCCCC3)cc21	5.7%&-23.2%	2.9%&-7.3%	0.0%[57.1 µM]	4.7%	-4.6	7.5%	-4.8%	-2.9
Cc1ccc(NS(=O)(=O)c2ccccc2[N+](=O)[O-])cc1S(=O)(=O)N1CCCCC1	31.4%	11.1%	-1.2%	-3.9%	-5.4	-2.1%	-10.4%	1.1
CC1CCN(CC(O)COc2ccc(-c3ccccc3)cc2)CC1 (centres undefined)	-3.1%	4.9%	-4.4%	7.9%	1.6	8.5%	-10.2%	0.6
COc1ccc(/C=N/OC(=O)Nc2ccccc2)cc1[N+](=O)[O-]	10.3%	16.1%	-8.2%	5.2%	-0.5	-10.9%	-15.5%	-1.2
O=C1NC(c2ccccc2)=C(c2nc3ccccc3s2)C(c2ccccc2)N1 (centres undefined)	?	-11.6%	-14.5%	?	/	-9.4%	-7.4%	-0.5
COc1ccc2c(c1)C(C)=CC(C)(C)N2C(=O)CN1C(=O)CCC1=O	-38.7%	30.7%[9.22 µM]	-3.2%	0.3%	-2.7	4.1%	-1.5%	4.1
Clc1ccc(C2=NNC(=NCc3ccc4c(c3)OCO4)SC2)cc1	/	-1.7%	-22.6%	-5.6%	-14.9	-24.1%	16.8µM*	-1.9
COc1ccc(OCC(O)CNCCOc2ccccc2OC)c(C(C)(C)C)c1 (centres undefined)	1.8%	-11.4%	-7.0%	-0.4%	2.1	2.8%	?	-0.7

Screening results deposited in PubChem BioAssay by National Center for Advancing Translational Sciences (NCATS).
